Source: PubChem BioAssay (National Center for Advancing Translational Sciences (NCATS))
POLB inh – qHTS Assay for Inhibitors of DNA Polymerase Beta; P06746; Pol beta primer extension/strand displacement, fluorescence kinetic; Potency, µM (titrated, usually from 114 µM), without a hit: at the top dose activity change, negative = inhibition, actives largely listed as inhibitors; hit rate 1.3% among 340,000; AID 485314, 2010; note: % is set by controls: 0 for no effect and ±100 for the full control effect
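Values derive from four-parameter Hill fits of normalized kinetic data: reads at 0 and 10 min following addition of 50 nM substrate to 10 nM Pol beta preincubated 15 min with compound.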
BLM inh – qHTS Assay for Inhibitors of Bloom's syndrome helicase (BLM). RecQ-like DNA helicase BLM (Homo sapiens), P54132. recombinant BLM DNA unwinding, fluorescence dequenching. Potency, µM (doses to about 56.1 µM), without a hit: top-dose activity change, negative = inhibition, most hits filed as inhibitors. hit rate 0.2% among 350,000. AID 2528, 2010;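 note: plate controls were vehicle for no effect and no enzyme for full effect; nearly all actives have a fitted effect of over 35% in size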
BAZ2B block – qHTS Assay for Inhibitors of BAZ2B; Bromodomain adjacent to zinc finger domain protein 2B (Homo sapiens), Q9UIF8; AlphaScreen BAZ2B-H3K14Ac peptide displacement; Potency, µM (titrated, usually from 114 µM), without a hit: at the highest dose activity change, negative = inhibition, most hits filed as inhibitors; hit rate 4.4% among 360,000; note: % is set by controls: 0 for no effect and ±100 for the full control effect; nearly all actives have a fitted effect of over 60% in size
Target sequence (Q9UIF8 whole entry, looked up, the tested form may be a part): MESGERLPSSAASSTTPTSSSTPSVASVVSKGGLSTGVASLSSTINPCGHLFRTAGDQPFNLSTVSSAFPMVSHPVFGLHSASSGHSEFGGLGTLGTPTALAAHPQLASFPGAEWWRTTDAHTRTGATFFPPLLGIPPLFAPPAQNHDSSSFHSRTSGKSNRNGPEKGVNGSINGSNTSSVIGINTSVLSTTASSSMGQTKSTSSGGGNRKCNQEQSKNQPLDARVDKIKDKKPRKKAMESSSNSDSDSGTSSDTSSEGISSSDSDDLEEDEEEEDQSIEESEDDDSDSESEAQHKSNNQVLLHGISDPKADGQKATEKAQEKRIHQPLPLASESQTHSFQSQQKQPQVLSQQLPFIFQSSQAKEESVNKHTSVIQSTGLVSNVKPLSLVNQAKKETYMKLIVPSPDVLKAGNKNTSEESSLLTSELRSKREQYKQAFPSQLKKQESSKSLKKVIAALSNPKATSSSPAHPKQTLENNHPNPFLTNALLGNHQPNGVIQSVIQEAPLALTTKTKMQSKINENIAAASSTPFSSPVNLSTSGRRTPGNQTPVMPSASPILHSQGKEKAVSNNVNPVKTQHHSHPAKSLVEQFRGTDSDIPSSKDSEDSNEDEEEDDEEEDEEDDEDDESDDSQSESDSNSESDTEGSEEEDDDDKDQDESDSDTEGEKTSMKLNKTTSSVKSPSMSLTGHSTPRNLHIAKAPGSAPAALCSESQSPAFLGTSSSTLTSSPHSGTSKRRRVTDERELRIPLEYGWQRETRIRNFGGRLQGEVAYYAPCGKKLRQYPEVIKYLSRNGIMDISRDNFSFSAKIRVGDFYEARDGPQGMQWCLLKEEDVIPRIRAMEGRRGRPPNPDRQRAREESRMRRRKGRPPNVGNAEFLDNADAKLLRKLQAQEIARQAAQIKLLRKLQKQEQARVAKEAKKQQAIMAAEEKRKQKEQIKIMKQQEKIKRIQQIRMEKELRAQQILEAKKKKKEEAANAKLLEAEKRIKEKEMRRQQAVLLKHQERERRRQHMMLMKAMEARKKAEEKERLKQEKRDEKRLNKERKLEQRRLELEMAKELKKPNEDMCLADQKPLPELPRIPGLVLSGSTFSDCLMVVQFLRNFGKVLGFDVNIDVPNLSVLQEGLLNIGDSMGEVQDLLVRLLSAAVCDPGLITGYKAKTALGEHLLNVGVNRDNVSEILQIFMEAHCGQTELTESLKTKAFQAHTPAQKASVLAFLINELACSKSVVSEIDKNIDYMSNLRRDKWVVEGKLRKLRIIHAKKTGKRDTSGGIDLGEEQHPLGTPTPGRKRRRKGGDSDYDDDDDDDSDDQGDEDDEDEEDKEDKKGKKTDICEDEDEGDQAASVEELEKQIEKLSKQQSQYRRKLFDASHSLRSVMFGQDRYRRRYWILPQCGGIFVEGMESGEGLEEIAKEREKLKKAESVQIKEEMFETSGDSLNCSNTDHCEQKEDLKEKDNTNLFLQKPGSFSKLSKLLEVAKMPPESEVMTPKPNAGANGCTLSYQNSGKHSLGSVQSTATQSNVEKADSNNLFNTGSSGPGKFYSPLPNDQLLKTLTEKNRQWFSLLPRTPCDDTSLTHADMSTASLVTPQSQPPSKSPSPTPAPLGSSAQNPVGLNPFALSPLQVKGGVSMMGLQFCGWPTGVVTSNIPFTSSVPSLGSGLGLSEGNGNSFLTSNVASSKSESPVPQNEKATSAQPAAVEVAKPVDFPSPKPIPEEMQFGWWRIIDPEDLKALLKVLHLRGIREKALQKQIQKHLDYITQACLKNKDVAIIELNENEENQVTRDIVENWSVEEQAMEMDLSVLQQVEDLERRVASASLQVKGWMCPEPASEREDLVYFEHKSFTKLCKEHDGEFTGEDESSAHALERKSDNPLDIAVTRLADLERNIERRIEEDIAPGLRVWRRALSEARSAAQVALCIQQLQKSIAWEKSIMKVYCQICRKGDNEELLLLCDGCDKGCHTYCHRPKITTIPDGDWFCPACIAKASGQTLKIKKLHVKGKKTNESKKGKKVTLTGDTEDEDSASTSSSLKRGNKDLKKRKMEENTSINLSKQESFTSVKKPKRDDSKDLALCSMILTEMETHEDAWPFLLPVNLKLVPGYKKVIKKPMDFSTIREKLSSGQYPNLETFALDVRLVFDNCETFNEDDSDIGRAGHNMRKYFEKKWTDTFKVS
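BAZ2B (50 nM) with biotin-H3(5-23)K14Ac peptide (50 nM) in PBS pH 7.4, 0.01% Tween-20, preformed 30 min, then compound 30 min at room temperature; top concentration 110uM. AlphaScreen streptavidin donor/nickel chelate acceptor beads (10 ug/mL final), 20 min dark, signal read.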
POLH inh – qHTS for Inhibitors of Polymerase Eta. recombinant Pol eta, fluorescent DNA replication assay. DNA polymerase eta (Homo sapiens), Q9Y253. hit rate 1.2% among 390,000. Potency, µM (titrated, usually from 114 µM), for inactives: top-dose activity change, negative = inhibition, hits mostly inhibitors. AID 588591, 2011; note: % is set by controls: 0 for no effect and ±100 for the full control effect
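Pol eta at 10 nM preincubated with compounds 15 min at room temperature; reaction started with fluorescent substrate (50 nM final) and read kinetically at 0 and 10 min.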
APEX1 inh – qHTS Assay for Inhibitors of the Human Apurinic/apyrimidinic Endonuclease 1 (APE1); Potency, µM (doses to about 65.8 µM), without a hit: at the top dose activity change, negative = inhibition, hits mostly inhibitors; AID 2517, 2012; DNA repair nuclease/redox regulator APEX1 (Homo sapiens), P27695; hit rate 0.35% among 350,000; recombinant APE1, TAMRA/BHQ-2 abasic DNA cleavage fluorescence;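 note: plate controls were vehicle for no effect and reference inhibitor for full effect; nearly all actives have a fitted effect of over 55% in size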
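0.75 nM APE1 + cpd, 15 min RT; start w/ 50 nM TAMRA/BHQ-2 THF-abasic dsDNA; kinetic fluor 525/598 nm ×3 reads @60 s; Δ(read3−read1); normalized to DMSO and NSC13755 control wells.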
Pol kappa inh – qHTS for Inhibitors of Polymerase Kappa; purified Pol kappa, fluorescent DNA synthesis assay, 10 min; Potency, µM (doses to about 107 µM), inactives show top-dose activity, negative = inhibition, usual class: inhibitors; DNA polymerase kappa (Homo sapiens), Q9UBT6; hit rate 0.53% among 400,000; note: % is set by controls: 0 for no effect and ±100 for the full control effect
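First, compounds were pin-transferred onto 10 nM Pol kappa. After 15 min at room temperature, substrate was added to 50 nM final. Fluorescence was then measured kinetically at 0 and 10 min.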
G9a block – qHTS Assay for Inhibitors of Histone Lysine Methyltransferase G9a; hit rate 8.8% among 350,000; G9a H3K9 monomethylation, AlphaScreen, 2 h; Potency, µM (titrated, usually from 102 µM), for inactives: top-dose activity, negative = inhibition, actives largely listed as inhibitors; Histone-lysine N-methyltransferase EHMT2 (Homo sapiens), Q96KQ7; note: % is set by controls: 0 for no effect and ±100 for the full control effect; nearly all actives have a fitted effect of over 75% in size
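Methyltransferase reactions run at room temperature for 2 h (20 nM enzyme, 500 nM biotin-H3K9 peptide, 20 uM SAM) after a 15 min compound preincubation; product detected by AlphaScreen beads and anti-H3K9me1 antibody.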
Apoferritin bind – qHTS Assay for Identification of Novel General Anesthetics; Ferritin light chain (Equus caballus), P02791; apoferritin/1-aminoanthracene competitive binding, fluorescence; Potency, µM (series often up to 77.5 µM), inactives show top-dose activity change, negative = displacement, hits mostly inhibitors; hit rate 0.074% among 350,000; note: % is set by controls: 0 for no effect and ±100 for the full control effect; nearly all actives have a fitted effect of over 20% in size
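Horse-spleen apoferritin (10 uM) was mixed with 50% saturated 1-aminoanthracene in PBS, exposed to compounds for 10 min at room temperature, and read for fluorescence (ex 380 nm, em 535 nm). Competitive displacement was fitted with a four-parameter Hill equation.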
Pol iota inh – qHTS for Inhibitors of Polymerase Iota | DNA polymerase iota (Homo sapiens), Q9UNA4 | Pol iota fluorescent replication assay, 10 min | Potency, µM (highest dose often 115 µM), for inactives: top-dose activity, negative = inhibition, usual class: inhibitors | hit rate 1% among 390,000 | AID 588590, 2011
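Pol iota at 10 nM preincubated 15 min with compounds at room temperature; reaction started with fluorescent substrate, 50 nM final. Fluorescence read kinetically at 0 and 10 min; buffer-only wells as negative control.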
An asterisk follows results filed as active; ? = inconclusive; · = no result given; [ ] = remark or other dose. Calls come from the whole dose curve; as a rule, active = well fitted curve in the direction sought with a large enough effect; inconclusive = small, poorly fitted or top-dose-only effect, or another doubt; inactive = no such curve, though single readings can be large; an effect the other way counts as inactive or inconclusive. Potency is the fitted concentration of half-maximal effect. This is a subset, so the mix of outcomes need not match the whole.

Keys – A = POLB inh; B = BLM inh; C = BAZ2B block; D = POLH inh; E = APEX1 inh; F = Pol kappa inh; G = G9a block; H = Apoferritin bind; I = Pol iota inh
CCCCn1c(N)c(N(CCC(C)C)C(=O)c2ccc3c(c2)OCO3)c(=O)[nH]c1=O
  A: · | B: · | C: -2% | D: 1% | E: 13% | F: -2% | G: -4%[0.501 µM] | H: · | I: 23%

O=C(O)/C(=C\c1cccc(O)c1)c1ccc(S(=O)(=O)N2CCCC2)s1
  A: · | B: · | C: ? | D: 35µM* | E: -3% | F: ? | G: ? | H: · | I: ?

O=C(NCc1ccco1)c1ccc2c(c1)N(Cc1ccccc1)C(=O)CS2
  A: ? | B: -5% | C: ? | D: -16% | E: 0% | F: -11% | G: 6%[12.7 µM] | H: -4% | I: 11%

COc1ccc(CSc2ncnc3sccc23)cc1F
  A: -16% | B: -2% | C: 481%[activator] | D: -17% | E: 6% | F: -1% | G: 161%[activator] | H: -8% | I: 154%[activator]

CC(C)(C)n1nnnc1C(c1cccc(C#N)c1)N1CCC(Cc2ccccc2)CC1 (stereo unspecified)
  A: -11% | B: -8% | C: 1% | D: -14% | E: -1% | F: -3% | G: -2%[59 µM] | H: -9% | I: -9%

Cc1ccc(N2CC(C(=O)Nc3nnc(SCC(=O)Nc4nc(C)cs4)s3)CC2=O)cc1 (stereo unspecified)
  A: 11% | B: -3% | C: 0% | D: ? | E: 2% | F: -1% | G: ? | H: -3% | I: 14%

Cn1nnnc1SCCCNCc1ccccc1OCc1ccc(F)cc1
  A: 27% | B: 7% | C: -10% | D: -24% | E: · | F: -14% | G: -24%[59 µM] | H: 5% | I: 4%

Cc1nc(-c2ccccn2)nc(SCC(=O)c2ccc(F)cc2)c1Cl
  A: ? | B: -1% | C: -22% | D: -7% | E: -1% | F: -13% | G: ? | H: -24% | I: -11%

CCN(CC)CCCNC(=S)N(CCO)Cc1cc2cc3c(cc2[nH]c1=O)OCO3
  A: 4% | B: 1% | C: -2% | D: -1% | E: 20% | F: -9% | G: 0% | H: -3% | I: -13%

O=C1C(C=NCCCN2CCCC2=O)=C(O)c2ccccc21
  A: 9% | B: -1% | C: · | D: -6% | E: -6% | F: -1% | G: ? | H: -6% | I: 20%

Cc1ccc(C)c(S(=O)(=O)NCC(=O)Nc2ccc3c(c2)OCO3)c1
  A: 41% | B: 0% | C: -5% | D: -9% | E: -3% | F: -17% | G: · | H: -5% | I: 17%

CN(CC(=O)NCc1cccnc1)S(=O)(=O)c1cc(Cl)ccc1Cl
  A: · | B: · | C: -1% | D: -16% | E: 5% | F: 0% | G: -32% | H: · | I: 22%

CCC1Nc2ncnc(N3CCOCC3)c2N(Cc2ccccc2)C1=O (stereo unspecified)
  A: · | B: · | C: 2% | D: 0% | E: 14% | F: -2% | G: 28%[2.33 µM] | H: · | I: 1%

CCc1ccc(NC(=O)CSc2nc3n[nH]c(C)c3c(=N)n2-c2ccccc2C)cc1
  A: 6% | B: -1% | C: -7% | D: 16% | E: · | F: -16%[60.1 µM] | G: -5%[59 µM] | H: -15% | I: 89µM*

CC1CCN(c2c(NCC3CCC(C(=O)N4CCCC(C)C4)CC3)c(=O)c2=O)CC1 (stereo unspecified)
  A: 34% | B: -4% | C: -4% | D: -16% | E: -2% | F: -6% | G: 15% | H: -6% | I: 18%

Cc1ccc(NC(=O)CNC(=O)OCc2ccccc2)cc1C
  A: -1% | B: 2% | C: -4% | D: -4% | E: 3% | F: -15% | G: 9% | H: ? | I: 135%[activator]

Clc1ccc(OCCOCCOc2cccc3cccnc23)c(Br)c1
  A: 0% | B: -7% | C: 5% | D: -18% | E: 10% | F: -4% | G: -7%[59 µM] | H: ? | I: -8%

Cc1ccc(S(=O)(=O)c2nc(-c3ccc(F)cc3)oc2N2CCOCC2)cc1
  A: 0% | B: -5% | C: -32% | D: -12% | E: -7% | F: 4% | G: 35µM* | H: -2% | I: 33%[activator]

CCn1c(SCC(=O)NNC(=O)Cc2ccccc2)nnc1-c1ccncc1
  A: -17% | B: -8% | C: 0% | D: -21% | E: 24% | F: 1% | G: · | H: -6% | I: 25%

Cc1cc(C(=O)N/N=C/c2cccc([N+](=O)[O-])c2O)n[nH]1
  A: -20% | B: 3% | C: 32µM* | D: -11% | E: -1% | F: -20% | G: 23%[59 µM] | H: -12% | I: -21%

COC(=O)[C@H]1[C@H](C(=O)OC)[C@@H](C(=O)OC)N(c2ccc(OC)cc2)[C@@H]1C(=O)OC
  A: 0% | B: 6% | C: -9% | D: -7% | E: 2% | F: -10% | G: ? | H: 1% | I: 18%

O=C(NC1CCCC1)c1ccc(Cl)s1
  A: 25% | B: -6% | C: -4% | D: 2% | E: -5% | F: -7% | G: 20%[12.7 µM] | H: -5% | I: -5%

COc1ccc(N2CCN(C3CCCN(C(=O)CN4CCOC4=O)C3)CC2)cc1 (stereo unspecified)
  A: 39% | B: -2% | C: -10% | D: 0% | E: 1% | F: 1% | G: -11% | H: -2% | I: 25%

CC(C)(C)NC(=O)NC(=O)COc1ccccn1
  A: 35% | B: 0% | C: 1% | D: -9% | E: 6% | F: 4% | G: -5%[12.7 µM] | H: 8% | I: -3%

COc1ccc(S(=O)(=O)N2CCc3ccccc32)cc1C(=O)N1CCN(C=O)CC1
  A: · | B: · | C: -2% | D: -6% | E: -3% | F: -12% | G: -3%[12.7 µM] | H: · | I: -8%

CC(=O)NC(=O)NC1CSCC1OC(C)=O (stereo unspecified)
  A: 25% | B: 5% | C: 9% | D: -9% | E: 2% | F: 6% | G: -5%[12.7 µM] | H: 5% | I: 1%

Cc1ccc(NCC(O)Cn2cnc3c2c(=O)n(C)c(=O)n3C)cc1 (stereo unspecified)
  A: 13µM* | B: -1% | C: -2% | D: 6% | E: -10% | F: -11% | G: 3% | H: -7% | I: 195%[activator]

CCc1nnc(NC(=O)CSc2nnc(C(C)NC(=O)c3ccccc3)n2C)s1 (stereo unspecified)
  A: -17% | B: -5% | C: 0% | D: 1% | E: 40% | F: 7% | G: 50% | H: 25% | I: 41%[activator]

COc1ccc(NC(=O)c2nc(S(=O)(=O)Cc3ccc(C)cc3)ncc2Cl)cc1
  A: 4% | B: -1% | C: 2% | D: · | E: · | F: ? | G: ? | H: 57%[activator] | I: -9%

COc1ccccc1CNC(=O)CC(NS(=O)(=O)c1ccc(C)cc1)c1ccco1 (stereo unspecified)
  A: -22% | B: -4% | C: 4% | D: -7% | E: 1% | F: -10% | G: -38% | H: -13% | I: 6%

COc1ccc(NC(=O)C2CCCN2S(=O)(=O)c2ccc3c(c2)CCC(=O)N3)cc1 (stereo unspecified)
  A: 0% | B: 0% | C: -17% | D: -17% | E: 6% | F: -10% | G: ? | H: -1% | I: 23%

Cc1ccc(CN2CCCn3nc(C(=O)NCCc4ccc(Cl)cc4)cc3C2=O)cc1
  A: 1% | B: -6% | C: -33% | D: 4% | E: · | F: -3%[60.1 µM] | G: -3%[59 µM] | H: -5% | I: ?

Cc1ccc(OC(=O)c2cc(-c3ccc(Cl)cc3)on2)c(C)c1
  A: -12% | B: -1% | C: -25% | D: -5% | E: · | F: 4% | G: 1%[59 µM] | H: 23% | I: 23%

O=C1SCCC1NS(=O)(=O)c1ccc([N+](=O)[O-])cc1 (stereo unspecified)
  A: ? | B: -16% | C: ? | D: ? | E: 16% | F: -29% | G: 50µM* | H: -7% | I: ?

O=C(OC1CCOC1=O)c1ccccc1C(=O)c1ccc(Cl)c([N+](=O)[O-])c1 (stereo unspecified)
  A: · | B: · | C: ? | D: 50µM* | E: -30% | F: -37% | G: ? | H: · | I: 40µM*

COCc1cc(N2CCCCC2)nc(-c2ccccc2)n1
  A: 11% | B: -4% | C: 50%[activator] | D: -8% | E: 0% | F: -10% | G: 83%[activator] | H: -3% | I: 50%[activator]

COc1cc(SC)ccc1C(=O)OCC(=O)NCC(C)C
  A: 0% | B: -3% | C: -11% | D: -17% | E: 9% | F: 3% | G: 9% | H: -5% | I: 94%[activator]

CCOC(=O)c1cccc(NC(=O)C2CCCN(S(=O)(=O)c3cnc[nH]3)C2)c1 (stereo unspecified)
  A: 17% | B: 1% | C: 12% | D: -6% | E: -7% | F: -15% | G: 12% | H: -3% | I: 0%

C=CCn1c(O)c(N=NC(=S)Nc2ccccc2C)c2cc(S(=O)(=O)N3CCOCC3)ccc21
  A: 2% | B: -3% | C: ? | D: -21% | E: -2% | F: -4% | G: ? | H: -20% | I: 117%[activator]

Cc1ccc(OCCn2cc(C(=S)N3CCCC3)c3ccccc32)cc1C
  A: -10% | B: -5% | C: -25% | D: -18% | E: -3% | F: -6% | G: ? | H: 2% | I: -5%

CCc1ccc(NC(=O)Cn2nnc(C(=O)NCc3ccc(OC)cc3)c2N)cc1
  A: 31% | B: -4% | C: -13% | D: 0% | E: 31% | F: -25% | G: 47%[activator] | H: 4% | I: -22%

NCC12CC3CC(C1)CC(c1ccc(Cl)cc1)(C3)C2
  A: -1% | B: -3% | C: 0% | D: -13% | E: 1% | F: 7% | G: ? | H: -19% | I: 26%

In the list so far, these have a furan ring, fused or not.
Keys – A = POLB inh; B = BLM inh; C = BAZ2B block; D = POLH inh; E = APEX1 inh; F = Pol kappa inh; G = G9a block; H = Apoferritin bind; I = Pol iota inh
O=C(NCc1ccco1)c1ccc2c(c1)N(Cc1ccccc1)C(=O)CS2
  A: ? | B: -5% | C: ? | D: -16% | E: 0% | F: -11% | G: 6%[12.7 µM] | H: -4% | I: 11%

COc1ccccc1CNC(=O)CC(NS(=O)(=O)c1ccc(C)cc1)c1ccco1 (stereo unspecified)
  A: -22% | B: -4% | C: 4% | D: -7% | E: 1% | F: -10% | G: -38% | H: -13% | I: 6%
